Chronic BCR inh: blocks chronic active B-cell receptor signaling | actives 0.05% (n = 340,000) | ABC-DLBCL IkBa-CBG/CBR reporter, luminescence ratio, 4 h | Potency, µM (highest dose often 46.1 µM), inactives show at the top dose ratio change, negative = lower green/red ratio, hits mostly inhibitors; active = well fitted inhibition curve with a large enough effect in the signal ratio, with a control signal flat, not every such curve was filed as active; inconclusive = small, poorly fitted or top-dose-only effect, or effect the other way, or a change in a side signal; the % refers to the signal ratio;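 note: potency is the fitted concentration of half-maximal effect; plate controls were basal doxycycline-induced cells for no effect and cells given 10 µM MG132 for full effect; MG132 reads +100%, hits lower the ratio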
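TMD8 human ABC-DLBCL cells with doxycycline-inducible IκBα–green luciferase fusion and unfused red luciferase, in 0.5% FBS medium; compounds up to 46 uM, 4 h at 37C. Green/red luminescence ratio, filter-overlap corrected, fitted to concentration-response curves.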
hERG WT inh: KCNH2 (human, wildtype) channel inhibition | Q12809 | U2OS, BacMam KCNH2, thallium flux FluxOr; hits give low values | activity change, % at 1.84 µM | actives 0.37% (n = 340,000);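 active = maximum activity change below -70%; inconclusive = maximum activity change between -70% and -50%; inactive = maximum activity change above -50%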; note: % is set by controls: 0 for no effect and ±100 for the full control effect
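U2OS cells transduced with wild-type KCNH2 virus are loaded with FluxOr dye for 45 min, and thallium flux is measured in kinetic reads before and after stimulation buffer. Rate constants are normalized to DMSO controls.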
Mito fusion act: inhibitors of mitochondrial division or activators of mitochondrial fusion; actives 0.23% (n = 320,000); Potency, µM (highest dose often 46.1 µM), inactives show at the highest dose growth rescue (activation), hits mostly activators; AID 485298; S. cerevisiae fusion-defective mutant growth rescue, CellTiterGlo 48 h;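 note: potency is the fitted concentration of half-maximal effect; % of control where 0% means no effect; nearly all actives have a fitted effect of over 45% in size; temperature-sensitive fusion mutants such as fzo1-1 at 37 °C on non-fermentable ethanol glycerol medium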
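Read-out: ATP-based luminescence (CellTiterGlo, 10 min ambient) reporting growth of fusion-defective ts yeast after 48 hours at 37C on glycerol/ethanol YPEG medium in the presence of compound.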
ASM inhibitor: blocks human secretory acid sphingomyelinase; P17405; placental ASM, HMU-PC fluorogenic substrate, 60 min; Potency, µM (highest dose often 57.5 µM), without a hit: top-dose activity change, negative = inhibition, actives largely listed as inhibitors; actives 0.006% (n = 340,000); note: potency is the fitted concentration of half-maximal effect
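Steps: dispense placental human ASM, pin compound, wait 10 min at room temperature, add HMU-PC0 substrate at 9 uM final, incubate 60 min at 37 °C, add stop solution raising pH to 10, read fluorescence.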
Menin-MLL TR inh: displaces Texas Red mutant MLL peptide from human menin | AID 1768 | O00255 | Potency, µM (series often up to 61.6 µM), without a hit: at the top dose FP activity change, negative = inhibition, hits mostly inhibitors | Menin + Texas Red MLL mutant peptide, fluorescence polarization | actives 0.23% (n = 270,000); active = well fitted inhibition curve with a large enough effect in the polarisation, with a control signal flat, not every such curve was filed as active; inconclusive = small, poorly fitted or top-dose-only effect, or effect the other way, or a change in a side signal; inactive = no such curve, though single readings can be large or run the other way; the % refers to the polarisation; note: potency is the fitted concentration of half-maximal effect; % of control where 0% means no effect; many of its hits are not listed in these tables
Eya2 phos inh: blocks the phosphatase activity of human Eya2; O00167; recombinant Eya2, OMFP fluorescence dephosphorylation (OMFP is methylfluorescein phosphate); Potency, µM (series often up to 76.9 µM), for inactives: top-dose activity, negative = inhibition, hits mostly inhibitors; actives 0.006% (n = 330,000); AID 488837; note: potency is the fitted concentration of half-maximal effect; % is set by controls: 0 for no effect and ±100 for the full control effect
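Eya2 protein (added as 0.2 uM solution) was preincubated with compound for 10 min at ambient temperature in 50 mM HEPES pH 7.5, 50 mM NaCl, 5 uM MgCl2, 0.05% BSA, 1 mM DTT. OMFP (added at 50 uM) then reacted 10 min; fluorescence read at 485/525 nm.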
MBNL1 CUG block: MBNL1-poly(CUG) RNA binding inhibition; TR-FRET MBNL1-His/biotin-(CUG)12 binding, 665/545 ratio; Potency, µM (doses to about 57.5 µM), for inactives: at the highest dose activity change, negative = inhibition, hits mostly inhibitors; actives 0.036% (n = 280,000); active = well fitted inhibition curve with a large enough effect in the signal ratio, with a control signal flat, not every such curve was filed as active; inconclusive = small, poorly fitted or top-dose-only effect, or effect the other way, or a change in a side signal; inactive = no such curve, though single readings can be large or run the other way; the % refers to the signal ratio; note: potency is the fitted concentration of half-maximal effect; % is set by controls: 0 for no effect and ±100 for the full control effect
Target sequence (Q9NR56 whole entry, looked up): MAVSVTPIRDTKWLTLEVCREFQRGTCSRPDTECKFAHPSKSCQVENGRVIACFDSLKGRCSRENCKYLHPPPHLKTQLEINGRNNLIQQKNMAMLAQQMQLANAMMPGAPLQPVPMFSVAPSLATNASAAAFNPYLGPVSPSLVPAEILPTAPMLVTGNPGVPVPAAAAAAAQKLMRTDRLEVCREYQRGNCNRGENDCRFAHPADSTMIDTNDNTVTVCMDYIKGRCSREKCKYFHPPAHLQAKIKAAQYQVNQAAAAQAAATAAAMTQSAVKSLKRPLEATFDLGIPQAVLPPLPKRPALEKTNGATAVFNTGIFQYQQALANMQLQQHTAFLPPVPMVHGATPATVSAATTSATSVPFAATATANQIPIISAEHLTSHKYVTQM
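Inhibition of protein-RNA binding appears as loss of TR-FRET between terbium anti-His antibody on MBNL1-His and streptavidin-XL665 on biotin-(CUG)12. Activity is normalized to buffer-only and uninhibited-complex controls.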
TSHR antagonist: antagonists of human thyroid stimulating hormone receptor; AID 504810; activity change, negative = inhibition, % at 11.5 µM; actives 0.2% (n = 330,000); TSHR-expressing cells, TSH-stimulated cAMP HTRF, 2 h; hits give low values; P16473;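 active = activity change below a set negative limit, meaning inhibition stronger than a set level, cut at about -70% in these data; inconclusive = activity change between two set negative limits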; note: % is set by controls: 0 for no effect and ±100 for the full control effect
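Competitive HTRF cAMP read-out (cryptate anti-cAMP antibody, cAMP-d2; 30 min, room temperature) in freshly harvested TSHR cells. Compounds added before TSH at EC80 (4nM final), followed by 2 hours' incubation at 37 deg C.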
USP2a block: USP2a (human) protease inhibition | O75604 | USP2 core, Ub-CHOP2 coupled fluorogenic reporter, 485/531 | Potency, µM (highest dose often 38.3 µM), for the others: at the highest dose activity change, negative = inhibition, actives largely listed as inhibitors | actives 0.01% (n = 330,000) | AID 463254;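 note: potency is the fitted concentration of half-maximal effect; plate controls were DMSO wells for no effect and full inhibition by NEM control for full effect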
Target sequence (O75604 whole entry, looked up): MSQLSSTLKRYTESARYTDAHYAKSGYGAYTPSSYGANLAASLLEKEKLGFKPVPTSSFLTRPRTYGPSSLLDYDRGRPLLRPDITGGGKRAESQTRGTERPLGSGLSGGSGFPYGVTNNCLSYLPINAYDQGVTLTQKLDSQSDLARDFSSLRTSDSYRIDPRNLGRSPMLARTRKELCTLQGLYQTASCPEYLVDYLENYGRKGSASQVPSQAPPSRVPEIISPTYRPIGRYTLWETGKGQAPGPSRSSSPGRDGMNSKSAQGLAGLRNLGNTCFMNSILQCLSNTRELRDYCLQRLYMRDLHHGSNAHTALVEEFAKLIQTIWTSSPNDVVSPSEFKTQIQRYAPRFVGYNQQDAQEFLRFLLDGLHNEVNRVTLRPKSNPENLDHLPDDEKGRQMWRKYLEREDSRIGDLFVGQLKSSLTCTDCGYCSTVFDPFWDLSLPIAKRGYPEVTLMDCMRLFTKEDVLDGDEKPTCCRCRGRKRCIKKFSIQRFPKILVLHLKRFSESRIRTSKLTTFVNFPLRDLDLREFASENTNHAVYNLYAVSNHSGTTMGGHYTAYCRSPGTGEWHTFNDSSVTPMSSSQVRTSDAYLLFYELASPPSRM
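USP2 core (10nM final) preincubated 30min RT with compound in 20mM Tris-HCl pH 8.0, 2mM CaCl2, 2mM beta-mercaptoethanol, 0.05% CHAPS; 25nM Ub-CHOP2 plus 25nM reporter substrate added, fluorescence (Ex485/Em531) read after 60min.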
PKM2 activator: activators of human pyruvate kinase M2; actives 0.34% (n = 260,000); purified PKM2, Kinase-Glo ATP luminescence, activation; response scale: 0% is enzyme alone, no compound; Potency, µM (top dose mostly 57.5 µM), for the others: at the top dose activation, usual class: activators; note: potency is the fitted concentration of half-maximal effect; % is set by controls: 0 for no effect and ±100 for the full control effect; nearly all actives have a fitted effect of over 55% in size
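Purified hPK-M2 (>95% pure) converted ADP (0.1 mM final) to ATP with 0.5 mM PEP in 50 mM imidazole pH7.2, KCl, MgCl2, Tween 20, BSA; 1 h at room temperature. ATP detected by Kinase-Glo luminescence.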
GALK inh: galactokinase (human) inhibition; Purified GALK, Kinase-Glo residual ATP luminescence; Potency, µM (highest dose often 57.5 µM), for inactives: at the top dose activity change, negative = inhibition, most hits filed as inhibitors; P51570; actives 0.007% (n = 270,000); AID 1868; note: potency is the fitted concentration of half-maximal effect; % is set by controls: 0 for no effect and ±100 for the full control effect
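GALK at 5 nM final was combined with compound, 35 uM ATP and 100 uM galactose in HEPES pH8.0 with MgCl2 and DTT. The reaction ran one hour at room temperature before luminescent ATP detection.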
* marks the source's active call; other numbers are inactive results; u = inconclusive; x = no result given; [ ] = remark or other dose. Unless noted, calls come from the whole dose curve; as a rule, active = well fitted curve in the direction sought with a large enough effect; inconclusive = small, poorly fitted or top-dose-only effect, or another doubt; inactive = no such curve, though single readings can be large; an effect the other way counts as inactive or inconclusive. These rows are one share of the data (hit frequency here may not be typical).

Under each structure – GALK inh	hERG WT inh	Mito fusion act	TSHR antagonist	Chronic BCR inh	Menin-MLL TR inh	PKM2 activator	USP2a block	ASM inhibitor	Eya2 phos inh	MBNL1 CUG block
O=C(COc1ccccc1Br)Nc1ccccc1C(F)(F)F
→ 0%	-11	u	-15	5%	6%	5%	6%	u	-1%	7%
COc1ccccc1N1CCN(C(=O)C(C)N(c2ccc(C)cc2)S(C)(=O)=O)CC1 (configuration not stated)
→ -1%	-13	-1%	-8	-12%	2%	0%	0%	1%	3%	-2%
O=C(CCSc1ccccc1)NCc1cccnc1
→ 3%	0	-7%	16	1%	2%	2%	2%	2%	1%	0%
CCOc1c(Br)cc(/C=C2/SC(=O)N(CC(=O)N3CCCC3)C2=O)cc1OC
→ -1%	11	4%	-9	4%	-15%	0%	0%	10%	-2%	1%
Cn1nnnc1Sc1ncnc2scc(Br)c12
→ x	x	x	9	u	x	x	1%	1%	6%	x
C/C=C/Cn1c(SCCCc2ccccc2)nc2c1c(=O)[nH]c(=O)n2C
→ -2%	3	13%	10	u	-2%	12%	2%	u	-2%	-1%
C=CCn1c(-c2sc3nc(C)cc(C)c3c2N)n[nH]c1=S
→ -2%	4	3%	-2	u	x	4%	7%	18%	-28%	u
Cc1cccc(N2CN(Cc3cccnc3)CNC2=S)c1C
→ 0%	5	-6%	2	2%	1%	-3%	4%	5%	-1%	0%
Cn1c(N)c(C(=O)CSc2nn(-c3ccccc3)c(=S)s2)c(=O)n(C)c1=O
→ x	-1	16%	-30	u	x	x	-1%	-3%	-19%	x
COc1ccccc1-n1c(C)nc(=O)c(-c2ccccc2)c1C
→ 0%	0	1%	-5	u	-14%	10%	1%	0%	-8%	-9%
O=C(CN1CCCN(Cc2ccc(F)cc2)S1(=O)=O)NC1CCCC1
→ 6%	-13	0%	-2	u	x	x	1%	4%	-7%	-3%
CC(C)C(=O)Nc1nc(-c2ccc([N+](=O)[O-])cc2)cs1
→ 8%	3	2%	-8	10%	16%	3%	-1%	-1%	6%	u
CC(C)c1ccccc1NC(=S)NN(Cc1ccccc1)c1ccccc1
→ x	-1	-1%	5	13%	-7%	-1%	1%	0%	-4%	7%
COc1ccc(S(=O)(=O)N2CCCCCC2)cc1C(=O)N1CCN(c2ccccc2O)CC1
→ x	13	5%	-6	4%	x	x	1%	0%	-18%	x
CC1CC(C)CN(CCCNC(=O)c2ccc3nc(N4CCCCC4)sc3c2)C1 (configuration not stated)
→ x	18	-1%	20	-1%	-23%	u	0%	3%	-5%	-6%
COc1ccc(Br)c(C(=O)N(C)CC(=O)Nc2ccc(N3CCOCC3)cc2)c1
→ x	-4	-1%	12	-10%	x	x	1%	-3%	-5%	x
Cc1cccc(OCC(=O)Nc2ccc(C(=O)NCC(C)C)cc2)c1
→ -2%	7	1%	7	2%	57%[activator]	-11%	8%	5%	-18%	-1%
O=C(NC1CCN(CC(=O)N(c2ccccc2)c2ccccc2)CC1)c1ccc([N+](=O)[O-])cc1
→ -2%	-77*	-1%	-7	-11%	-11%	-1%	-1%	0%	4%	u
OCC1(CC2CCCCO2)CCN(C/C=C/c2ccccc2)CC1 (configuration not stated)
→ 1%	12	21%	31	17%	u	-4%	0%	-1%	1%	-16%
O=C(O)c1ccc(-n2c(-c3cc(-c4ccco4)[nH]n3)n[nH]c2=S)cc1
→ 2%	2	-1%	-3	-19%	9%	0%	0%	-1%	8%	-16%
CN(Cc1ccccc1)c1oc(-c2ccco2)nc1C#N
→ -4%	13	12%	-13	18%	8%	2%	-2%	-3%	-3%	8%
O=[N+]([O-])c1ccccc1S(=O)(=O)N1CCN(c2ccccn2)CC1
→ x	9	1%	6	6%	2%	7%	-2%	-1%	12%	17%
CC1(C)N(O)CC(c2cccs2)=[N+]1[O-]
→ -1%	7	-2%	1	u	13%	0%	-1%	-1%	-7%	11%
Cc1ccc(NC(=O)c2ccccc2[N+](=O)[O-])nc1
→ x	10	0%	8	u	1%	4%	1%	3%	6%	u
Cc1ccc(-c2cc(C)nc3ncnn23)cc1
→ 2%	0	-4%	-7	1%	1%[11.7 µM]	3%	2%	1%	0%	-3%
c1ccc(-n2ncc3c(NCc4ccco4)ncnc32)cc1
→ 0%	20	2%	-6	u	-3%	-4%	2%	3%	6%	4%
CCOC(=O)c1cc(NC(=O)Nc2ccccn2)c(C)nc1C
→ 1%	-6	-3%	1	u	-13%	-13%	-5%	0%	-7%	11%
CC(=O)Nc1ccc(NC(=O)CCN2C(=O)c3ccccc3C2=O)cc1
→ 4%	6	7%	15	1%	-1%	-8%	0%	0%	2%	4%
COC(=O)c1cc(-c2ccc(C)o2)nc2ccccc12
→ 3%	-1	13%	-16	6%	-4%	u	-5%	482%[activator]	5%	u
Cc1cc(C)c2cc(C(=O)N3CCC(N4CCCCC4)CC3)[nH]c2c1
→ 5%	39	-6%	17	0%	x	-1%	3%	2%	1%	-1%

(more compounds)
Under each structure – GALK inh	hERG WT inh	Mito fusion act	TSHR antagonist	Chronic BCR inh	Menin-MLL TR inh	PKM2 activator	USP2a block	ASM inhibitor	Eya2 phos inh	MBNL1 CUG block
COc1cc(C=O)ccc1OCCSc1ccc(Cl)cc1
→ -1%	-10	4%	-5	16%	21%	5%	-7%	-8%	u	4%
O=C(Nc1ccnn1C1CCN(Cc2ccn[nH]2)CC1)c1ccccc1
→ -6%	-4	1%	8	-1%	x	-4%	2%	2%	-1%	1%
O=C1CC(C(=O)N2CCN(c3ccccc3O)CC2)CN1Cc1ccccc1 (configuration not stated)
→ x	-3	-7%	0	6%	x	x	2%	1%	26%	x
O=C(Nc1ccccc1)O/N=C/c1ccccc1Cl
→ 3%	9	9%	3	u	-1%	5%	8%	1%	11%	-14%
Cc1ccc(NC(=O)COC(=O)Cc2cccs2)c(Br)c1
→ 0%	-7	-2%	11	3%	6%	-6%	1%	10%	6%	-6%
N/C(=N\NC(=O)Nc1ccc(Cl)cc1)c1ccccn1
→ x	-16	2%	2	u	x	-7%	-2%	-1%	-5%	7%
Cn1c(=O)c2c(nc(NCc3cccnc3)n2Cc2ccc(Cl)cc2)n(C)c1=O
→ 0%	-9	3%	-2	u	0%	19%	-2%	-2%	-5%	2%
CN(C(=O)c1ccc(NC(=O)Cc2cccc(NC(=O)C3CCN(C(=O)C4CCC4)CC3)c2)cc1)C1CCCC1
→ x	x	-11%	-5	9%	x	x	0%	1%	-2%	x
COCCCNC(=O)CCc1nc(-c2ccccc2Cl)no1
→ 0%	-4	-2%	-1	-3%	11%	0%	0%	1%	8%	-7%
Cc1c(S(=O)(=O)N2CCN(c3ccc(F)cc3)CC2)c(=O)n(C)c(=O)n1C
→ 2%	-2	1%	1	-1%	x	1%	2%	6%	-6%	-2%
CCCN(CC(=O)Nc1ccc(Cl)cc1Cl)C(=O)CC(NC(C)=O)c1ccccc1 (configuration not stated)
→ -1%	-5	4%	0	-5%	x	2%	5%	7%	11%	-1%
COc1cccc(C(=O)Nc2cc(C)ccc2NC(=O)COc2ccccc2)c1
→ 2%	-2	0%	0	3%	10%	0%	2%	-9%	-3%	10%
Cc1ccc(C(C)C)c(OCc2nn(CC(=O)c3ccc(Cl)cc3)c3[n+]2CCCCC3)c1
→ 0%	-9	1%	7	u	-23%	-5%	-11%	-24%	-24%	x
COc1ccc(CCNC(=O)CN(Cc2ccc(Cl)cc2)S(C)(=O)=O)cc1OC
→ -3%	-5	1%	24	-1%	1%	-1%	0%	4%	1%	-2%
CN(Cc1ccc(F)cc1)C(=O)COc1ccccc1-c1ccccc1
→ 0%	-6	18%	-10	u	7%	5%	4%	-5%	-22%	10%
O=C(NCCCN1CCOCC1)c1sc2cc(F)ccc2c1Cl
→ -1%	7	-3%	-12	u	-7%	3%	1%	0%	-6%	11%
O=C(NCc1ccon1)C1CCC(=O)N(CCc2ccc(Cl)cc2)C1 (configuration not stated)
→ 2%	-6	1%	17	u	-15%	7%	1%	2%	1%	-13%

Assay outcomes from PubChem BioAssay.
